# tuberculosis growth = growth inhibition of non-replicating M. tuberculosis (AID 488890) | Mycobacterium tuberculosis non-replicating, growth inhibition; higher % means a stronger effect | actives 0.39% (n = 320,000) | inhibition, % at 25 µM, or IC50 in µM where a hit was titrated; in the data active = a potency from the dose series; inconclusive = inhibition mostly from about 82% at the one dose, without a potency; inactive = the rest, 99 in 100 with inhibition below about 76%;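 note: plate controls were DMSO cells for no effect and high antibiotic wells for full effect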
# M. tuberculosis HTS = M. tuberculosis growth inhibition, HTS (AID 449762) | M. tuberculosis H37Rv growth inhibition, 7H9 media; higher % means a stronger effect | one-dose inhibition, % at 25 µM; IC50 in µM for titrated hits | actives 0.59% (n = 330,000); in the data active = a potency from the dose series; inconclusive = inhibition above about 70% without an active follow-up result;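 note: bacterial growth assessed after seven days of incubation; strong numbers were not always called active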
# influenza NS1A = NS1A inhibition, H1N1 influenza, cell based functional assay (AID 504329) | NS1A functional cell-based assay, percent inhibition; higher % means a stronger effect | inhibition, % at 12.5 µM, or IC50 in µM where a hit was titrated | actives 0.3% (n = 340,000); in the data active = a potency from the dose series; inconclusive = inhibition above about 27% without an active follow-up result; note: strong numbers were not always called active
# inhibitors of VEEV = inhibitors of VEEV TC-83 cytopathic effect, confirmation, Vero cells (AID 588727); Vero cells, VEEV TC-83 cytopathic effect inhibition; higher % means a stronger effect; inhibition, % at 20 µM; hits with a dose series show IC50 in µM; actives 0.13% (n = 350,000); in the data active = a potency from the dose series; inconclusive = inhibition mostly from about 14% at the one dose, without a potency; inactive = the rest, 99 in 100 with inhibition below about 12%; note: strong numbers were not always called active
# PhoP GFP inhibition = PhoP regulon inhibitors, Salmonella typhi PhoP promoter GFP reporter, confirmatory (AID 1850) | Salmonella Typhi PhoP-promoter GFP reporter, fluorescence, 4 h; higher % means a stronger effect | inhibition, % at 50 µM; hits with a dose series show IC50 in µM | actives 0.33% (n = 310,000); in the data active = a potency from the dose series; inconclusive = inhibition mostly from about 25% at the one dose, without a potency; inactive = the rest, 99 in 100 with inhibition below about 19%;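 note: 0% = induced wells with vehicle and 100% = uninduced wells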
# inhibitors of VEEV 10K pilot screen = also measured in inhibitors of VEEV; calls as there; inhibition, %; measured here: 10K pilot screen inhibition
# * marks the source's active call; other numbers are inactive results; i = inactive; ? = inconclusive; · = no result given.
# The opening 4 compounds as a preview:
SMILES,tuberculosis growth,M. tuberculosis HTS,influenza NS1A,inhibitors of VEEV,PhoP GFP inhibition,others
Cc1ccc(N(NC(=O)C(C)(C)O)C(=O)c2ccccc2)cc1C,-12.0%,-2.5%,0.3%,0.2%,5.5%,
O=C(c1ccco1)N1CCN(Cc2ccccc2Br)CC1,-6.5%,9.2%,14.8%,i,-10.3%,
Cc1cc(-c2ccccc2)nc(-c2ccccc2)c1C,17.4%,-1.1%,7.0%,0.5%,-1.1%,
O=C(N/N=C/c1ccsc1)c1cc(-c2ccncc2)nc2ccccc12,15.3%,5.9%,-10.3%,9.9%,-5.7%,

# The whole of this part, repeating the preview:
SMILES,tuberculosis growth,M. tuberculosis HTS,influenza NS1A,inhibitors of VEEV,PhoP GFP inhibition,others
Cc1ccc(N(NC(=O)C(C)(C)O)C(=O)c2ccccc2)cc1C,-12.0%,-2.5%,0.3%,0.2%,5.5%,
O=C(c1ccco1)N1CCN(Cc2ccccc2Br)CC1,-6.5%,9.2%,14.8%,i,-10.3%,
Cc1cc(-c2ccccc2)nc(-c2ccccc2)c1C,17.4%,-1.1%,7.0%,0.5%,-1.1%,
O=C(N/N=C/c1ccsc1)c1cc(-c2ccncc2)nc2ccccc12,15.3%,5.9%,-10.3%,9.9%,-5.7%,
CCCCC(=O)c1c(C)cc(C)[nH]c1=O,-5.4%,-2.5%,1.8%,i,13.0%,
CCOC(=O)c1sc(Nc2ccc(F)cc2)nc1C,3.7%,-0.4%,-3.6%,2.0%,6.3%,
CCCNC(=O)CSc1nccn1Cc1ccc(OC)cc1,-13.6%,-2.9%,-8.2%,0.2%,6.2%,
Cc1ccc(C)c(NC(=O)CN(C)C(=O)CC2OC(=O)c3ccccc32)c1 (configuration not stated),-15.8%,-3.7%,-2.3%,i,·,
CCc1ccc(NC(=O)C(C)OC(=O)CCC(=O)c2cccs2)cc1 (configuration not stated),?,50.4%,4.8%,i,-0.9%,
Cc1ccc2c(COC(=O)C3=COCCO3)cc(=O)oc2c1,·,·,1.9%,2.6%,·,
CCc1nc(SCC(=O)NC2CCCC2)c2c(=O)n(C)c(=O)n(C)c2n1,-9.5%,6.5%,-11.2%,8.1%,-7.8%,
Cc1c(C(c2cccs2)c2c(C)n(C)n(-c3ccccc3)c2=O)c(=O)n(-c2ccccc2)n1C,4.3%,-0.8%,-17.5%,0.7%,3.7%,
Cc1nnc(SCc2cccc([N+](=O)[O-])c2)[nH]c1=O,52.9%,-1.4%,3.9%,0.0%,-8.7%,
Cc1ccc2c(cnn2C(=O)CCCC(=O)NCc2ccc(Cl)cc2)c1,21.2%,-0.3%,9.5%,1.9%,-3.3%,
S=C(NC1CCCCC1)NC1CC2C=CC1C2 (configuration not stated),28.4%,6.5%,·,i,-5.3%,
CC(C)C(NS(=O)(=O)c1cccc2nsnc12)C(=O)NC1CCCCC1C (configuration not stated),4.4%,4.3%,16.5%,0.1%,6.0%,
CC1(OC(=O)C2CCCC2)C(=O)C=C2C=C(c3ccsc3)N(Cc3ccccc3)C=C2C1=O (configuration not stated),12.6%,-2.5%,14.2%,2.2%,-1.7%,
COC(=O)[C@@]1(Cc2ccccc2)[C@H]2C(=O)N(Cc3ccccc3)C(=O)[C@H]2[C@H]2CN=C(SCc3ccccc3)N21,·,·,-8.7%,2.5%,·,
COc1ccc2cc1Oc1ccc(cc1)C[C@H]1c3cc(c(OC)cc3CCN1C)Oc1c(O)c(OC)cc3c1[C@H](C2)N(C)CC3,70.7%,25.8%,·,·,10.0%,
CNC(=O)c1c(NC(=O)c2cccc(N3C(=O)CCC3=O)c2)sc2c1CCCC2,-1.5%,2.5%,-6.6%,1.4%,3.8%,

# Entries above with an NH in an aromatic ring:
SMILES,tuberculosis growth,M. tuberculosis HTS,influenza NS1A,inhibitors of VEEV,PhoP GFP inhibition,others
CCCCC(=O)c1c(C)cc(C)[nH]c1=O,-5.4%,-2.5%,1.8%,i,13.0%,
Cc1nnc(SCc2cccc([N+](=O)[O-])c2)[nH]c1=O,52.9%,-1.4%,3.9%,0.0%,-8.7%,

# Next records follow.
SMILES,tuberculosis growth,M. tuberculosis HTS,influenza NS1A,inhibitors of VEEV,PhoP GFP inhibition,others
Clc1ccc(SCc2cn3ccccc3n2)cc1,35.9%,5.1%,4.7%,i,11.2%,
CCNC(=O)C1CC(=O)N(c2ccc(Br)cc2)C1 (configuration not stated),-12.4%,-7.7%,-4.6%,4.6%,9.6%,
CN(C)C(CNC(=O)c1ccc(S(=O)(=O)Nc2cccc(C(F)(F)F)c2)cc1)c1ccco1 (configuration not stated),41.7%,2.0%,0.6%,0.5%,6.1%,
CCC(C)NC(=O)C1CCN(S(=O)(=O)c2ccc(OC)cc2)CC1 (configuration not stated),12.3%,-4.1%,-7.6%,i,-13.8%,
O=C(COC(=O)/C=C/c1cccc(F)c1)Nc1ccc(Cl)cn1,75.9%,10.0%,-4.5%,0.6%,-2.7%,
CN(c1ccccc1C(=O)Nc1ccccc1C(=O)NCc1ccco1)S(C)(=O)=O,-6.8%,-7.4%,-8.5%,0.9%,-4.2%,
COc1ccc(C(=O)Nc2ccc3c(c2)nc(CN2CCN(C(C)=O)CC2)n3C)cc1,4.3%,-1.3%,-1.9%,1.8%,-0.6%,
Cc1cc(/C=N/n2cnnc2)c(C)n1-c1ccc(Cl)cc1,29.8%,-4.1%,23.7%,i,-5.8%,
Cc1noc(C)c1S(=O)(=O)N(CC(=O)Nc1ccc2c(c1)OCO2)c1ccc(C(C)C)cc1,-2.1%,0.2%,2.1%,0.3%,-1.4%,
Cc1onc(-c2c(F)cccc2Cl)c1C(=O)NC1CCCCCC1,8.3%,5.7%,9.6%,i,-1.9%,
CC1c2cc3c(cc2CCN1CC(=O)Nc1ccccc1)OCCCO3 (configuration not stated),16.4%,-9.1%,-6.5%,0.6%,-2.7%,
O=C(CSc1ncc(C(F)(F)F)cc1Cl)N1CCN(S(=O)(=O)c2ccccc2)CC1,15.6%,4.9%,6.9%,9.3%,-3.9%,
CCC1Sc2ccccc2N(CC(=O)NCc2ccc3c(c2)OCO3)C1=O (configuration not stated),38.3%,-5.8%,1.4%,7.1%,0.0%,
O=C(OCC(=O)N1CCN(S(=O)(=O)c2ccc(Cl)cc2)CC1)c1ccc([N+](=O)[O-])o1,·,?,-20.9%,5.3%,-9.3%,
COC(=O)[C@@H](Cc1ccc(O)cc1)NC(=O)[C@H]1CCC(=O)N1C(=O)OCc1ccccc1,-4.7%,-10.1%,6.0%,0.2%,5.9%,
O=C(NC1CC(=O)N(c2ccc(F)cc2)C1)C(=O)c1c[nH]c2ccccc12 (configuration not stated),-7.2%,-1.1%,-3.5%,3.6%,-6.3%,
O=[N+]([O-])c1ccc(C2CCCC/C2=N/OCc2ccc(F)cc2)c([N+](=O)[O-])c1 (configuration not stated),18.4%,-4.7%,12.2%,i,4.5%,
O=C(Nc1ccc(S(=O)(=O)NCc2ccco2)cc1)c1ccncc1,-4.7%,3.9%,-4.4%,i,7.5%,
Cc1cc(-c2cccs2)n[nH]1,-7.8%,-3.9%,8.2%,2.2%,0.2%,
CC1CCN(c2cc(N)c(Cl)cc2[N+](=O)[O-])CC1,43.6%,-2.7%,11.2%,1.1%,-0.1%,
O=C(CSc1ccc(Cl)cc1)OCc1nnc(-c2ccccc2)o1,41.6%,8.1%,0.8%,2.6%,-4.2%,
CC(C)C(NC(=O)c1ccc(F)cc1)C(=O)Nc1cccnc1 (configuration not stated),-16.6%,-7.8%,-0.7%,2.2%,5.4%,
CCOC(=O)c1nnc(-c2cccs2)nc1Oc1ccc(Cl)cc1,-0.2%,?,-0.9%,4.8%,-9.5%,
COc1cc(/C=N/Nc2ccc(Cl)c(C(=O)O)c2)ccc1OC(=O)c1ccccc1F,39.0%,1.2%,2.5%,0.1%,-0.6%,
O=C(NC(Cc1ccccc1)C(=O)O)/C(=C/c1cccc([N+](=O)[O-])c1)NC(=O)c1ccco1 (configuration not stated),-6.0%,-1.2%,-3.9%,8.8%,8.8%,
Cc1ccc(S(=O)(=O)N(C)C)cc1NC(=O)c1cc(-c2ccco2)nc2ccccc12,-9.9%,-3.7%,-11.0%,7.7%,-1.9%,
O=C(NCCc1nc2ccccc2[nH]1)c1cccc(Br)c1,1.5%,2.1%,1.2%,1.4%,-8.3%,
CCCCN(C)C(=O)c1nc2ccccn2c1CN1CCSCC1,4.3%,2.8%,-2.5%,i,-2.9%,
N#CCCN(C(=O)CSc1ccc2c(c1)OCCO2)c1ccccc1,-4.8%,-5.1%,2.2%,2.8%,-5.6%,
CCN1CCN(C(=O)C2c3cc(OC)c(OC)cc3C(=O)N(C)C2c2ccc(SC)cc2)CC1 (configuration not stated),-0.4%,-1.8%,-3.7%,0.3%,-6.6%,inhibitors of VEEV 10K pilot screen=1.7

# 3 structures already listed, ordered by heavy-atom count, descending.
SMILES,tuberculosis growth,M. tuberculosis HTS,influenza NS1A,inhibitors of VEEV,PhoP GFP inhibition,others
COc1cc(/C=N/Nc2ccc(Cl)c(C(=O)O)c2)ccc1OC(=O)c1ccccc1F,39.0%,1.2%,2.5%,0.1%,-0.6%,
CCOC(=O)c1nnc(-c2cccs2)nc1Oc1ccc(Cl)cc1,-0.2%,?,-0.9%,4.8%,-9.5%,
O=C(NCCc1nc2ccccc2[nH]1)c1cccc(Br)c1,1.5%,2.1%,1.2%,1.4%,-8.3%,

# Back to the main list with the 2 entries that preceded the break.
SMILES,tuberculosis growth,M. tuberculosis HTS,influenza NS1A,inhibitors of VEEV,PhoP GFP inhibition,others
N#CCCN(C(=O)CSc1ccc2c(c1)OCCO2)c1ccccc1,-4.8%,-5.1%,2.2%,2.8%,-5.6%,
CCN1CCN(C(=O)C2c3cc(OC)c(OC)cc3C(=O)N(C)C2c2ccc(SC)cc2)CC1 (configuration not stated),-0.4%,-1.8%,-3.7%,0.3%,-6.6%,inhibitors of VEEV 10K pilot screen=1.7
O=C(NNc1c(Cl)cncc1Cl)c1sccc1Cl,20.7%,-5.6%,-2.4%,1.0%,1.1%,
Cc1cccc(CN2CCc3c(OCC(=O)N4CCCc5ccccc54)cccc3C2=O)c1,25.2%,2.6%,3.5%,12.6%,-1.6%,
CN(C)/C=C1\C(=O)N(c2ccc(Cl)c(Cl)c2)CS1(=O)=O,-35.1%,4.9%,-1.9%,1.2%,10.5%,
CCOP(=O)(OCC)C(NC(=O)C(C)C)C(Cl)(Cl)Cl (configuration not stated),-3.8%,-7.0%,2.1%,0.2%,15.9%,
O=C(c1ccccc1)c1ccc2nc(N3CCN(C(=O)c4ccco4)CC3)c3nncn3c2c1,·,-15.4%,7.0%,10.9%,·,
Nn1cc(-c2ccccc2)nc1SCC(=O)Nc1cccc(S(N)(=O)=O)c1,-4.0%,4.4%,8.2%,1.4%,3.2%,
CN1CCN(S(=O)(=O)c2cccc(C(=O)NC3(C)CCS(=O)(=O)C3)c2)CC1 (configuration not stated),-12.5%,-12.2%,-4.5%,1.7%,·,
Cc1nn(CC(C)C)c(Cl)c1C(=O)NC1CCC(C)CC1 (configuration not stated),-6.1%,1.4%,-12.4%,1.7%,-7.5%,
O/N=C1\CC(O)Cc2nonc21 (configuration not stated),-17.4%,-1.1%,7.6%,0.8%,3.1%,
CC1CC(C)CN(C(=O)c2ccc3c(c2)OCCO3)C1 (configuration not stated),12.6%,-3.4%,-9.4%,1.2%,·,
O=C(c1ccccc1)N1CCN(C(=O)c2cc3ccccc3oc2=O)CC1,-16.1%,-2.5%,11.6%,1.2%,2.4%,
CN(Cc1ccccc1)S(=O)(=O)c1ccc(C(=O)Nc2nnc(C3CC3)o2)cc1,?,38.5%,-11.5%,11.2%,-2.9%,
Cc1ccc(-c2nc3cccnc3s2)cc1NC(=O)c1ccco1,-9.7%,6.4%,9.8%,0.7%,-2.0%,
CCOc1ccc(Cn2nnc(-c3ccc(S(C)(=O)=O)cc3)n2)cc1OCC,-8.8%,0.7%,-6.0%,0.5%,·,
CCCN1CCN(c2ncnc3c2nnn3Cc2ccccc2)CC1,6.7%,5.5%,-4.3%,3.9%,14.7%,
COc1ccc(/C=C2/NC(=O)N(CC(=O)Nc3cccc(C)c3)C2=O)cc1O,-18.5%,14.7%,-11.1%,0.8%,0.3%,
O=C(COc1ccc([N+](=O)[O-])cc1)Nc1ccc(N2CCCC2)cc1,16.8%,-3.3%,2.6%,8.0%,-6.2%,
O=C1N/C(=C/c2cccn2-c2ccccc2)C(=O)N1Cc1ccccc1F,4.7%,-1.8%,20.5%,3.2%,2.7%,

# Screening results: PubChem BioAssay, Southern Research Specialized Biocontainment Screening Center
